# High-throughput results: PubChem BioAssay, several laboratories
# Wnt act = Wnt/beta-catenin pathway activators, primary screen, cell-based, plate reader, single point; Wnt/beta-catenin reporter cell assay, activator; activation, % at 9.35 µM; 300,000 tested, 1.2% active; in the data active = activation above about 30%, passing the limit was not always enough;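 note: 0% = neutral control wells and 100% = positive control wells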
# CAL PDZ FP-1 = untagged CAL PDZ binding inhibitors, primary screen, biochemical, fluorescence polarization, HTS; 300,000 tested, 0.92% active; AID 602252, 2012; purified CAL PDZ, TMR-peptide fluorescence polarization, 1 h; inhibition, % at 24.9 µM; Golgi-associated PDZ and coiled-coil motif-containing protein (Homo sapiens), Q9HD26;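 active = mean inhibition of at least 30% with at least half of replicates also reaching 30%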;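 note: 0% = DMSO neutral control and 100% = excess unlabeled competitor peptide PRC23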
# AddAB inh = growth inhibition of E. coli expressing H. pylori AddAB, primary screen, AddAB inhibitor project, absorbance; inhibition, % at 11.9 µM; 330,000 tested, 0.29% active; AID 435030, 2010; in the data active = inhibition above about 12%;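 note: 0% = vehicle wells of infected cells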
# CAL PDZ FP-2 = CAL PDZ peptide-binding inhibitors, primary screen, biochemical, fluorescence polarization, Cer-tagged CAL PDZ, HTS. purified CAL PDZ, TMR-peptide fluorescence polarization, 1 h. inhibition, % at 20 µM. 330,000 tested, 0.02% active. AID 504414, 2011;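 active = highest replicate inhibition of at least 40%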;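 note: plate controls were DMSO neutral control wells for no effect and unlabeled competitor peptide control wells for full effect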
#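 material = purified tagged CAL PDZ domain construct (CerCALP) | compound dosing = 20 µM, one dose | times = 1 h at RT | measured by = fluorescence polarization from S- and P-plane intensities, G-factor corrected | read-out = inhibition from polarization loss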
# Tat transport = E. coli Tat export inhibitors, primary screen, MC4100, TorA-mCherry reporter, fluorescence, single point; inhibition, % at 10 µM; AID 488895, 2010; 340,000 tested, 0.036% active;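 active = mean replicate inhibition at least 50% and at least half of replicates individually reaching 50%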;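 note: exported cargo escapes ClpAP degradation while cytoplasmic cargo is degraded and loses fluorescence; 0% = median of neutral control wells and 100% = median of NaSCN control wells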
# SR-BI uptake up = activators of SR-BI mediated DiI-HDL uptake, primary screen, ldlA[mSR-BI] CHO cells, DiI fluorescence. activation, % at 12.5 µM. 3 h; 100 = double the neutral-control signal. AID 504775, 2011. 320,000 tested, 0.096% active;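 active = mean replicate activation of at least 60% and every replicate at or above 60%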;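 note: 0% = median plate neutral-control signal and 100% = twice that signal; values of inactives mirror those of a sister screen read the other way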
#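 Material: SR-BI-overexpressing, LDLR-lacking CHO cells; schedule: compound exposure 3 h, 37 °C; reagent: DiI-labelled HDL at 10 µg/mL final; technique: bottom-read fluorescence, 550/595 nm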
# SR-BI DiI inh = inhibitors of SR-BI mediated HDL lipid uptake, primary screen, ldlA[mSR-BI] cells, fluorescence, single point. Scavenger receptor class B member 1 (Mus musculus), Q61009. ldlA[mSR-BI] CHO cells, DiI-HDL uptake fluorescence, 3 h. inhibition, % at 12.5 µM. 320,000 tested, 0.96% active. AID 488896, 2010;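 active = mean replicate inhibition of at least 70% and a set share of replicates each scoring 70 or more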;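 note: 0% = median of neutral control wells and 100% = median of positive control wells; values of inactives mirror those of a sister screen read the other way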
# Target sequence (Q61009 whole entry, looked up): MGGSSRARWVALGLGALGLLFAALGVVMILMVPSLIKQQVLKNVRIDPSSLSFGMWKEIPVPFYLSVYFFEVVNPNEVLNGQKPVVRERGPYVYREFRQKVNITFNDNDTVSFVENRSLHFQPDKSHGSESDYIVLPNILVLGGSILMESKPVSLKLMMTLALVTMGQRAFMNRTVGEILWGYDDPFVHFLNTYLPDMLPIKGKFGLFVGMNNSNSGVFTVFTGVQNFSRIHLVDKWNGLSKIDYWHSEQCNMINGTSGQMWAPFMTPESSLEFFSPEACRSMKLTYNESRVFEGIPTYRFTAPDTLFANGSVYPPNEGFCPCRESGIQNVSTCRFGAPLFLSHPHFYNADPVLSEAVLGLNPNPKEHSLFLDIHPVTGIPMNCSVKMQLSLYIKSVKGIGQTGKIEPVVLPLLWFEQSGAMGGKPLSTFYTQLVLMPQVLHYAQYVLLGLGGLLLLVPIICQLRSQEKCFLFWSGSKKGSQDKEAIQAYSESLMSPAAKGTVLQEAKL
# phage Ecoli inh = growth loss of phage-infected E. coli, primary screen, RecBCD inhibitor project, absorbance, with phage, HTS; inhibition, % at 11.9 µM; 360,000 tested, 0.26% active; in the data active = inhibition above about 11%
# MITF act = activators of MITF-driven TRPM1 promoter reporter, primary screen, cell-based, SK-MEL-5, luciferase, single point. SK-MEL-5 TRPM1-promoter luciferase, 24 h; % of positive control, neutral wells = 0. activation, % at 12.5 µM. 300,000 tested, 0.75% active;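 active = mean activation of at least 80% with every replicate also reaching 80%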;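 note: 0% = neutral control wells and 100% = parthenolide positive control wells; values of inactives mirror those of a sister screen read the other way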
# Ecoli viability = E. coli V3065 growth inhibition, primary screen, counter-screen for AddAB inhibitor project, absorbance, OD600. 18 h. inhibition, % at 11.9 µM. 330,000 tested, 0.27% active;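 active = inhibition above the campaign's mean inhibition across all tested compounds plus 3 SD, cut at about 9.9% in these data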;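 note: uninfected addAB+ strain grown without phage in ampicillin broth; 0% = DMSO wells and 100% = ciprofloxacin 0.95 µg/ml wells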
# * hit, by the source's call; nt = not tested or not shown. This is a subset; count on the stated rates, not on these rows.
structure	Wnt act	CAL PDZ FP-1	AddAB inh	CAL PDZ FP-2	Tat transport	SR-BI uptake up	SR-BI DiI inh	phage Ecoli inh	MITF act	Ecoli viability
CCC(=NCCc1c[nH]c2ccccc12)c1c(O)n(-c2ccc(C)cc2)c(=O)[nH]c1=O	-1	-2	0.3	-0.8	0	-18	18	3.2	-4	-0.5
CCOC(=O)C1(CCc2ccccc2)CCN(Cc2csc(C(C)=O)c2)CC1	-2	-3	0.3	nt	-10	-29	29	3.7	-5	0.9
COc1cc2c(cc1/C=C/[N+](=O)[O-])OCO2	16	-8	nt	-4.0	-3	42	-42	2.4	-82	nt
CN1OCC2Cn3c(nc4ccccc43)C21 (centres undefined)	-2	0	0.4	-1.5	-9	7	-7	2.8	11	-1.4
O=C(O)c1cc[c]([Hg][Cl])cc1	nt	-2	0.5	0.8	17	-28	28	nt	1	-0.3
c1cc2c(cc1CCNC1C3CC4CC(C3)CC1C4)OCO2 (centres undefined)	-8	-3	0.6	nt	5	45	-45	3.1	nt	-1.4
O=C(CCCN1CCC(n2c(=O)[nH]c3ccccc32)CC1)c1ccc(F)cc1	6	-3	-2.8	-2.7	0	-28	28	3.6	-9	-1.9
Cc1ccc(N2C(=O)NC(=O)C3(Cc4ccccc4N4CCCC43)C2=O)cc1 (centres undefined)	-3	-2	1.8	-0.5	-1	8	-8	1.9	-15	-1.1

# Part of the list above with just CAL PDZ FP-1, SR-BI uptake up and Tat transport.
smiles	CAL PDZ FP-1	SR-BI uptake up	Tat transport
CCOC(=O)C1(CCc2ccccc2)CCN(Cc2csc(C(C)=O)c2)CC1	-3	-29	-10
COc1cc2c(cc1/C=C/[N+](=O)[O-])OCO2	-8	42	-3

# Later entries:
structure	Wnt act	CAL PDZ FP-1	AddAB inh	CAL PDZ FP-2	Tat transport	SR-BI uptake up	SR-BI DiI inh	phage Ecoli inh	MITF act	Ecoli viability
COc1cccc(C(=O)C2CCCN(Cc3ccccn3)C2)c1 (centres undefined)	-1	1	0.3	-2.1	-1	10	-10	0.3	-12	-2.7
CC(C)N(CC#CCC1(O)c2ccccc2-c2ccccc21)C(C)C	-1	-4	1.0	-0.3	10	16	-16	2.6	2	1.4
CCCCOC(=O)C1=C(N)OC2=C(C(=O)CC(C)(C)C2)[C@]12C(=O)N(C)c1ccccc12	nt	nt	0.9	0.6	14	16	-16	1.1	-11	-2.4
COc1ccc(-n2c(O)c(C=NCCN3CCN(C(C)=O)CC3)c(=O)[nH]c2=S)cc1	-1	-7	0.0	-0.2	-5	16	-16	1.5	-11	3.7
CCC1(CC)COP(=O)(OCC(Cl)CCl)OC1 (centres undefined)	-3	-6	nt	-0.2	-38	10	-10	-0.4	13	nt
O=C1/C(=C\c2ccncc2)N2CCC1CC2	-2	nt	6.2	nt	nt	nt	nt	2.9	nt	-1.0
Cc1ccccc1NC(=NCCCN1CC1)Nc1ccccc1C	2	2	nt	3.6	-1	24	-24	3.4	-4	nt
O=c1cccc2n1CC1CNC[C@H]2C1	-1	-2	0.8	0.1	20	13	-13	3.8	5	0.0
CC(NCC#Cc1ccccc1)C(O)c1ccccc1 (centres undefined)	-1	7	1.4	-1.0	-5	15	-15	3.1	-1	1.0
O=c1c2ccccc2nc(/C=C/c2ccccn2)n1-c1ccccc1	-1	nt	4.3	1.4	-18	-14	14	-0.2	-17	1.4
CC1(C)CC(=O)C(C=NCCN2CCN(C(=O)Cc3ccc(Cl)cc3)CC2)=C(O)C1	nt	-2	2.4	-0.1	3	5	-5	3.7	nt	-0.6
CCCCCCC(=O)N/N=C/c1c(O)n(CCc2ccccc2)c(=O)[nH]c1=O	2	nt	-2.6	-0.5	-12	-1	1	0.5	nt	1.6
CCC(C)n1c(O)c(C=NCC2CCCO2)c(=O)[nH]c1=S (centres undefined)	1	-5	2.5	-1.4	-15	15	-15	2.4	nt	-3.5
COc1ccc(-n2c(/C=C/c3ccc(O)cc3)nc3ccccc3c2=O)cc1	-4	-3	2.2	0.4	4	-34	34	0.8	nt	2.5
CCCCn1c(O)c(/C=N/NC(=O)c2ccncc2)c(=O)[nH]c1=O	3	-1	1.7	-1.8	8	25	-25	0.7	nt	0.2
Cc1cccc(NP(=O)(Oc2ccccc2F)Oc2ccccc2F)c1C	-1	6	3.1	-1.2	15	-37	37	2.6	-8	-2.3
COC(=O)C(O)(c1ccc(NC(=S)NC(=O)c2ccccc2)cc1)C(F)(F)F (centres undefined)	-1	nt	1.6	-3.5	-2	10	-10	1.6	-1	-0.7
COC(=O)C1=C(c2ccccc2)C[C@@H]2CC[C@H]1N2C(=O)NC1CCCCC1	11	1	3.7	-2.7	9	-3	3	2.4	-8	0.1
CCCCNc1ccncc1S(=O)(=O)NC(=O)NC(C)C	-2	-2	-0.1	-0.3	6	-4	4	0.7	3	-3.6
CC(C)OP(=O)(Oc1ccc(C(O)C(Cl)(Cl)Cl)cc1)OC(C)C (centres undefined)	-2	nt	-0.2	-1.0	-6	-25	25	-1.1	nt	-3.0
CSc1nnc([C@@H](N)Cc2c[nH]c3ccccc23)o1	0	-1	2.6	0.4	2	3	-3	1.0	-3	2.3
COC(=O)C1=C(c2c(C)noc2C)C[C@@H]2CC[C@H]1N2C(=O)NCc1ccc(F)cc1	4	-4	-0.6	-0.2	-7	20	-20	0.3	6	-3.2
CC(C)CCNC(=O)c1c(N)n(Cc2ccc3c(c2)OCO3)c2nc3ccccc3nc12	nt	-4	-1.2	nt	7	51	-51	2.5	3	1.9
CCCCCn1c(=O)c(C(=O)NCc2ccccc2Cl)c(O)c2ccccc21	2	-6	3.9	nt	3	30	-30	0.5	-9	-1.9

# Looked up by structure from above, two records:
structure	Wnt act	CAL PDZ FP-1	AddAB inh	CAL PDZ FP-2	Tat transport	SR-BI uptake up	SR-BI DiI inh	phage Ecoli inh	MITF act	Ecoli viability
CC(C)OP(=O)(Oc1ccc(C(O)C(Cl)(Cl)Cl)cc1)OC(C)C (centres undefined)	-2	nt	-0.2	-1.0	-6	-25	25	-1.1	nt	-3.0
CCCCCn1c(=O)c(C(=O)NCc2ccccc2Cl)c(O)c2ccccc21	2	-6	3.9	nt	3	30	-30	0.5	-9	-1.9

# Additional results follow.
structure	Wnt act	CAL PDZ FP-1	AddAB inh	CAL PDZ FP-2	Tat transport	SR-BI uptake up	SR-BI DiI inh	phage Ecoli inh	MITF act	Ecoli viability
Cc1ccccc1O	-2	-6	2.5	0.0	-3	28	-28	2.6	3	1.5
O=C1C2CCCC1C(N1CCCCC1)CC2 (centres undefined)	2	-16	nt	0.0	-9	9	-9	0.3	nt	nt
c1ccc2c(CNC3CCCCCC3)c[nH]c2c1	nt	nt	0.1	0.9	4	6	-6	3.2	-12	-2.1
CC1(C)C2SCC(=O)N2CCN1CC(=O)NN (centres undefined)	1	0	6.0	-0.3	-3	8	-8	0.8	1	-0.5
COc1cc([N+](=O)[O-])c2nc(C)ccc2c1[N+](=O)[O-]	-3	3	nt	-0.2	-7	8	-8	1.4	-7	nt
CC1CCSP(=O)(Oc2ccccc2)O1 (centres undefined)	27	-3	1.1	-1.1	2	8	-8	3.6	nt	0.7
CCCCOc1nc2ccccc2c(=O)n1-c1ccccc1	-5	6	1.9	-0.9	4	20	-20	4.0	10	-1.1
Cc1ccccc1-n1c(O)c(C=NCCN2CCOCC2)c(=O)[nH]c1=O	nt	-2	-0.2	-0.1	14	14	-14	-0.6	0	1.7
O=P(NS(=O)(=O)c1ccccc1)(Oc1ccccc1)Oc1ccccc1	nt	0	1.8	-0.6	-7	-8	8	-2.4	0	-0.9
CC(=O)N1CCN(c2ccc([N+](=O)[O-])cc2C=C2C(=O)NC(=O)NC2=O)CC1	-7	1	1.3	-0.4	-6	-4	4	1.4	7	0.3
CCC(C)n1c(O)c(C=NCCN2CCOCC2)c(=O)[nH]c1=S (centres undefined)	-3	2	0.0	0.0	-8	5	-5	0.9	3	-0.4
NS(=O)(=O)c1ccc(N=Cc2c(O)n(-c3ccccc3)c(=O)[nH]c2=O)cc1	-1	7	1.9	-1.0	1	25	-25	0.9	-3	1.4
CN1CCN(C(=O)COc2ccc3ccccc3c2Br)CC1	2	-2	0.2	-0.2	-5	7	-7	3.6	13	0.2
CCOC(=O)C1CN(C)CCC1=O (centres undefined)	nt	nt	2.7	-0.2	15	15	-15	1.6	16	0.8
Cc1cccc(-n2c(CN3C(=O)c4ccccc4C3=O)nc3ccccc3c2=O)n1	nt	-4	4.1	-0.6	-12	26	-26	0.5	4	2.5
O=C(O)c1nonc1-c1nonc1C(=O)O	2	-1	2.0	0.2	0	26	-26	3.0	9	1.2
O=P(Nc1cccnc1)(Oc1ccccc1)Oc1ccccc1	-1	-4	3.5	-0.1	3	19	-19	4.0	5	-1.6
CC(=O)Nc1ccc(C(=O)OCC(=O)Nc2ccc(Cl)cc2C(=O)c2ccccc2)cc1	-9	4	2.8	-2.3	5	-15	15	2.8	-15	-1.5
Cc1ccc(N2CCN(CCc3ccccc3)CC2)cc1	1	0	1.3	nt	-4	14	-14	nt	12	-0.3
CC(=O)N1CN2CN(C1)CN(C(C)=O)C2	3	2	2.4	-0.4	1	-13	13	0.1	6	-1.6
COc1ccc(C(CNC(=O)CCc2ccsc2)N(C)C)cc1 (centres undefined)	1	-2	2.2	-2.3	3	5	-5	1.9	5	-2.1
COc1cccc(CNCCc2ccccc2)c1OC	0	3	1.1	-0.1	0	21	-21	2.8	3	0.4
C/C(=C/C=C/[C@@H](C)C(=O)O)[C@H]1CN[C@H](C(=O)O)[C@H]1CC(=O)O	-1	-4	4.5	1.1	5	-3	3	2.8	0	2.5
O=C(c1ccc2c3c(cccc13)CC2)C1CCCN(CC2CC2)C1 (centres undefined)	-3	-6	1.2	-2.1	0	-12	12	5.4	23	0.7
Cc1cccc(NP(C)(=O)c2nc3c(s2)CCCC3)c1 (centres undefined)	-1	0	-1.4	-2.1	0	16	-16	4.2	48	-2.9
CCOC(=O)c1ccccc1N	-1	7	-2.3	0.0	5	0	0	2.0	4	0.6
COC(=O)C1=C(c2ccc(F)cc2F)C[C@@H]2CC[C@H]1N2C(=O)N1CCC(O)(c2ccc(Cl)cc2)CC1	-3	-3	0.6	-1.7	20	-32	32	-1.5	-3	-0.2
CN(C)CC#CCOCCOCCC#N	nt	-5	-0.2	-1.1	1	nt	nt	1.2	2	0.1
COc1cc(CC(=O)N2C[C@H]3C[C@@H](C2)c2cccc(=O)n2C3)cc(OC)c1OC	-2	-1	0.2	-0.8	-6	6	-6	1.4	10	0.0
C[N+]12CCC(CC1)C(=C(c1ccccc1)c1ccccc1)C2	-1	2	2.7	-1.7	-8	20	-20	0.0	-5	-1.0
CC[n+]1c(/C=C/N(C)c2ccccc2)sc2ccc(Cl)cc21	-10	-13	-0.8	-5.3	-10	-17	17	0.5	-65	0.7
